SV40 large T antigen: SV40 large T antigen inhibitors, biochemical (AID 1903) | inhibition, % at 20 µM, or IC50 in µM where a hit was titrated | 0.39% of 310,000 active | SV40 large T antigen ATPase/helicase inhibition assay; higher % means a stronger effect; in the data active means a potency from the dose series; inconclusive means inhibition mostly from about 32% at the one dose, without a potency; inactive means the rest, 99 in 100 with inhibition below about 32%; further: strong numbers were not always called active
NOD2 inhibition: NOD2 signaling inhibitors, cell-based, luminescence, uHTS, HEK293 (AID 1566). HEK293 NOD2/NF-kB luciferase reporter, luminescence; higher % means a stronger effect. one-dose inhibition, % at 4 µM; EC50 in µM for titrated hits. 0.63% of 290,000 active; further: many of its hits are not listed in these tables
KOR beta-arrestin-1: KOR antagonists, beta-arrestin recruitment, cell-based, luminescence, uHTS (AID 1778) | Kappa-type opioid receptor (Homo sapiens) | KOR beta-arrestin recruitment, luminescence, antagonist mode; higher % means a stronger effect | inhibition, % at 10 µM; hits with a dose series show IC50 in µM | 0.091% of 290,000 active; further: strong numbers were not always called active
NOD1 inhibition: NOD1 signaling inhibitors, primary screen, cell-based, luminescence, uHTS (AID 1578). inhibition, % at 4 µM, or EC50 in µM where a hit was titrated. 1% of 290,000 active. NOD1-driven NF-kB luciferase reporter cells, luminescence; higher % means a stronger effect; in the data active means inhibition mostly above about 36%, no sharp cut-off; inactive means mostly below about 34%;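 further: HEK-293T reporter cells stimulated with the NOD1 agonist gamma-tri-DAP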
GPR55 beta-arrestin: GPR55 agonists via beta-arrestin recruitment, primary screen, imaging, U2OS cells, beta-arrestin-GFP redistribution (AID 1961); G-protein coupled receptor 55 (Homo sapiens); U2OS GPR55 beta-arrestin-GFP redistribution imaging; higher % means a stronger effect; activation, % at 10 µM, or EC50 in µM where a hit was titrated; 0.048% of 290,000 active;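 active means activation above 40% with more than 50 cells counted in the well; inconclusive means wells holding fewer than 50 cells, flagged as toxic or sparse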;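 further: U2OS osteosarcoma cells stably expressing GPR55 and beta-arrestin-GFP; plate controls were DMSO negative control for no effect and LPI positive control for full effect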
KOR beta-arrestin-2: KOR agonists, beta-arrestin recruitment, primary screen, cell-based, luminescence, uHTS (AID 1777) | Kappa-type opioid receptor (Homo sapiens) | KOR beta-arrestin recruitment, luminescence; higher % means a stronger effect | activation, % at 10 µM; hits with a dose series show EC50 in µM | 0.02% of 280,000 active; in the data active means activation above about 50%, passing the limit was not always enough; further: a part of the inactive calls stands beside numbers as strong as those of hits
GPR55 antagonists: GPR55 antagonists blocking LPI-driven arrestin recruitment, primary screen, imaging, U2OS, beta-arrestin-GFP, LPI agonist (AID 2013); G-protein coupled receptor 55 (Homo sapiens); U2OS GPR55 beta-arrestin-GFP translocation imaging, LPI antagonism; higher % means a stronger effect; inhibition, % at 10 µM, or IC50 in µM where a hit was titrated; 0.13% of 290,000 active;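 active means spots per cell inhibited over 60%, with over 100 cells counted and total cytoplasm intensity under 500,000; inconclusive means wells with under 100 cells, flagged as likely toxic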;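 further: U2OS cells stably carrying GPR55 and arrestin-GFP stimulated by 5 µM LPI near EC80; imaged beta-arrestin-GFP aggregate spots per cell after agonist stimulation; plate controls were LPI-stimulated DMSO wells for no effect and DMSO wells without LPI for full effect; some results filed as inactive read as strong as hits; confirmed hits need IC50 under 10 µM and bright autofluorescent wells are also inconclusive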
MgcRacGAP inhibition: MgcRacGAP GTPase-activating activity inhibitors, confirmation, biochemical, ADP Hunter fluorescence; Rac GTPase-activating protein 1 (Homo sapiens); MgcRacGAP-stimulated Rac1 GTP hydrolysis, ADP Hunter fluorescence; higher % means a stronger effect; GST-tagged Rac1 F28L mutant substrate; one-dose inhibition, % at 30 µM; IC50 in µM for titrated hits; 0.6% of 340,000 active; AID 624330, 2012;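 active means first-screen hits whose inhibition reached a set limit at any dose in the follow-up dose series; inconclusive means inhibition above the set first-screen limit but never retested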;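 further: fluorescence reports GDP produced by GAP-driven GTP hydrolysis; strong numbers were not always called active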
HIV fusion peptide: inhibitors of HIV fusion peptide binding, primary screen, biochemical, uHTS, fluorescence dequenching (AID 1986). 0.3% of 290,000 active. inhibition, % at 20 µM, or IC50 in µM where a hit was titrated. cell-free peptide binding, fluorescence dequenching, 30 min; higher % means a stronger effect; in the data active means inhibition mostly above about 52%, no sharp cut-off; inactive means mostly below about 76%; further: some results filed as inactive read as strong as hits
* hit, by the source's call; ? = inconclusive; / = not tested or not shown; & = joins results of further samples; [ ] = another dose, or the depositor's remark. Unless noted, no stated cut-off is given here; in the data, active means inhibition above about 50%; inactive means the rest.

SMILES	SV40 large T antigen	NOD2 inhibition	KOR beta-arrestin-1	NOD1 inhibition	GPR55 beta-arrestin	KOR beta-arrestin-2	GPR55 antagonists	MgcRacGAP inhibition	HIV fusion peptide
FC(F)(F)COc1nc(N2CCOCC2)nc(N(c2ccccc2)c2ccccc2)n1	1%	0%	9%	-31%	0.1%	-3.6%	49%	6%	0.2%
CC1COc2ccccc2N1C(=O)c1ccc(Cl)cc1 (configuration not stated)	3%	13%	5%	6%	-0.1%	2.4%	17%	11%	1.7%
O=C(CCN1C(=O)/C(=C\c2ccc(F)cc2)SC1=S)Nc1ccccc1	14%	-11%	-23%	1%	-0.1%	-6.4%	-8%	1%	-0.6%
Cc1nn(CC(=O)Nc2ccc(Cl)cn2)c(C)c1Br	3%	18%	-7%	-7%	0.4%	-2.3%	-1%	4%	0.5%
Cc1nn(C(=O)CCC(=O)NCc2ccccc2Cl)c2ccccc12	3%	-21%	-51%	-23%	-0.1%	-1.2%	6%	3%	-0.7%
CC(=O)Nc1ccc(-n2c(C)ccc2C)cc1	25%	13%	7%	-35%	-0.3%	-0.7%	-6%	15%	1.6%
COCCNC(=O)CCc1c(C)nc2c(c(C)nn2-c2ccc(C)cc2)c1C	2%	48%	-2%	9%	-0.1%	-6.8%	1%	10%	-0.6%
Cc1ccc(NC(=O)Nc2nnc(-c3ccccc3)o2)cc1	1%	-42%	-63%[20 µM]	-28%	-0.1%	0.8%	3%	11%	-1.0%
COc1ccc(N2CCN(S(=O)(=O)c3c(C)[nH]c(C)c3C(=O)N3CCCC3)CC2)cc1	12%	13%	-22%	-1%	-0.2%	-5.4%	9%	18%	-0.5%
COc1ccccc1NC(=O)CN(Cc1ccco1)C(=O)c1cc2ccccc2o1	12%	6%	9%	-20%	-0.2%	-6.7%	2%	2%	-0.3%

Pulled one by one from the list above:
SMILES	SV40 large T antigen	NOD2 inhibition	KOR beta-arrestin-1	NOD1 inhibition	GPR55 beta-arrestin	KOR beta-arrestin-2	GPR55 antagonists	MgcRacGAP inhibition	HIV fusion peptide
Cc1nn(C(=O)CCC(=O)NCc2ccccc2Cl)c2ccccc12	3%	-21%	-51%	-23%	-0.1%	-1.2%	6%	3%	-0.7%
COc1ccccc1NC(=O)CN(Cc1ccco1)C(=O)c1cc2ccccc2o1	12%	6%	9%	-20%	-0.2%	-6.7%	2%	2%	-0.3%

Remaining list, next part.
SMILES	SV40 large T antigen	NOD2 inhibition	KOR beta-arrestin-1	NOD1 inhibition	GPR55 beta-arrestin	KOR beta-arrestin-2	GPR55 antagonists	MgcRacGAP inhibition	HIV fusion peptide
O=C(O)C1CCN(C(=O)OCc2ccccc2)CC1	-2%	-17%	22%	-22%	-0.3%	-2.1%	1%	4%	0.9%
CC(C)C(=O)Nc1cccc(C(=O)NCc2ccc(S(N)(=O)=O)cc2)c1	1%	-5%	14%	-21%	0.1%	2.0%	-2%	1%	-1.0%
O=C(c1ccc(Cl)c(S(=O)(=O)N2CCCCCC2)c1)N1CCN(c2ccccc2O)CC1	13%	6%	0%	-19%	0.9%	1.6%	4%	-2%	-3.4%
COc1ccc(Cl)cc1NC(=O)Nn1cnnc1	-7%	8%	37%	-14%	-0.1%	-11%	6%	7%	22%
CCCCCC(=O)Nc1ncc2c(n1)CC(c1cccs1)CC2=O (configuration not stated)	1%	-12%	-11%	-8%	0.8%	-0.5%	0%	/	-0.5%
O=C(NCCN1CCOCC1)C1CCN(c2nc3ccccc3o2)CC1	8%	7%	-6%	-8%	-0.1%	0.5%	-3%	6%	1.3%
CCCCNC(=O)CCc1nc2cccnc2n1Cc1ccccc1	3%	-1%	5%	1%	0.0%	-1.8%	6%	10%	0.6%
Fc1ccccc1NC(=S)NCc1ccc2c(c1)OCO2	8%	1%	-17%	-26%	-0.3%	7.1%	4%	10%	-1.4%
OC(CCN1CCCCC1)(c1ccccc1)c1ccccc1	10%&-5%	20%	11%	-11%	0.6%	-0.7%	7%	2%	1.5%
CCNC(=S)N(CCc1c(C)[nH]c2ccccc12)Cc1cccnc1	10%	23%	30%	6%	0.4%	-5.2%	10%	6%	-2.4%
N#Cc1ccc(COC(=O)CSc2nnc(C3CCCCC3)n2N)cc1	3%	15%	-13%	21%	-0.2%	-3.6%	3%	9%	0.1%
Cc1cc(C)c([N+](=O)[O-])cc1NC(=O)CCS(=O)(=O)c1ccccc1	6%	26%	22%	2%	-0.1%	-1.0%	6%	7%	-1.5%
O=C(NCCc1ccccc1)c1c(F)cccc1F	7%	-63%	13%[20 µM]	5%	0.0%	-1.7%	-2%	0%	-0.6%
COc1ccc(OC)c(Cc2nnc(CCC(=O)NC(C3CC3)C3CC3)o2)c1	26%	0%	-9%[20 µM]	-28%	0.8%	/	-41%	5%	0.1%
COc1ccc2cc(C(c3nnnn3CCc3ccccc3)N3CCCC(C)C3)c(=O)[nH]c2c1 (configuration not stated)	16%	-4%	-23%	-12%	-0.2%	3.6%	-4%	-9%	0.1%
O=C(CSCc1ccc(Br)cc1)N=Nc1c(O)[nH]c2ccccc12	17%	-8%	4%	4%	0.1%	-3.7%	4%	3%	0.2%
Cc1cccc(OCCn2cc(/C=N/NC(=O)c3ccncc3)c3ccccc32)c1	6%	1%	-45%	-38%	-0.4%	2.7%	10%	7%	-0.5%
O=C1/C(=C/c2cccs2)SC(=S)N1N1CCOCC1	1%	11%	-3%	-7%	0.0%	1.1%	-2%	9%	-1.2%
Cc1ccc(O)c(C(=O)c2cnc3c(c2)c(C)nn3C)c1	-2%	14%	-61%	-18%	-0.1%	7.1%	8%	4%	-0.6%
Cc1ccc(NC(=O)CSc2nnc(-c3ccncc3)s2)cc1	7%	2%	-8%	-21%	-0.2%	-5.0%	9%	5%	-1.3%
COc1ccc(C2C(CC(=O)O)=C(O)C(=O)N2c2ccccc2)cc1 (configuration not stated)	5%	-18%	-16%	10%	-0.1%	3.1%	-4%	14%	-2.1%
CC(C)Oc1ccc(/C=N/NC(=O)c2nnn(-c3nonc3N)c2CN(C)c2ccccc2)cc1	-7%	3%	-38%	15%	2.9%	6.2%	-4%	11%	-0.9%
O=C(c1ccc(COc2ccccc2[N+](=O)[O-])o1)N1CCCCCC1	18%	-47%	26%	-2%	0.0%	-2.2%	20%	4%	-1.2%
CCCc1nc2oc3c(Cl)ncnc3c2c2c1CCCC2	-5%	14%	4.6µM*	-8%	0.0%	-3.6%	-6%	10%	-0.7%
OC[C@@H](O)C1OC2NC(=S)OC2C1O (some centres not stated)	-2%	21%	0%[20 µM]	-26%	-0.1%	-3.4%	7%	0%	1.5%
COc1ccc(OC)c(-c2csc(N(CC3CCCO3)C(=O)C3CCCCC3)n2)c1 (configuration not stated)	1%	10%	14%	3%	-0.2%	-3.3%	83%*	1%	-0.1%
Cc1ccc(NC(=O)c2ccccc2F)nc1	7%	-66%	-27%	-34%	0.5%	-2.4%	-1%	1%	1.2%
CC(=O)Nc1cccc(-c2csc(Nc3ccc(C)cn3)n2)c1	32%	-181%	-19%	-42%	-0.1%	8.9%	1%	28%	2.3%
CN1CCN(c2ccc(NC(=S)NC(=O)c3cccc4c(Br)cccc34)cc2)CC1	14%	20%	-42%	-18%	-0.1%	-2.5%	12%	6%	-2.5%
CCCC(=O)Nc1ccc2c(c1)nc(CCNC(=O)c1ccco1)n2C	7%	5%	9%	2%	-0.1%	1.8%	9%	/	-1.5%
Cc1ccccc1C1=N/C(=C/c2cccs2)C(=O)O1	2%	9%	-38%	-6%	0.6%	3.6%	-14%	3%	4.6%
O=C(O)Cc1nc2nc3c(c(=O)n2[nH]1)CCCC3	-4%	4%	-41%	-14%	-0.1%	5.9%	4%	-3%	-1.4%
CCCCCCc1ccc(N2C[C@H](Cc3ccccc3)[C@@H](CC(=O)NCc3ccc(OC)cc3)C2=O)cc1	4%	4%	-35%[20 µM]	8%	-0.3%	4.8%	-12%	10%	1.9%
CCOC(=O)CSc1cc(C)c(C#N)c2nc3ccccc3n12	10%	9%	13%	-32%	0.2%	-2.6%	69%	7%	22%
CCOC(=O)c1nc(-c2ccccc2)oc1N1CCOCC1	13%	7%	-16%	-31%	-0.7%	-2.7%	-5%	4%	-1.6%
COc1cc(/C=C2\SC(=Nc3ccccc3OC)NC2=O)ccc1O	?	-117%	-25%	31%	-0.3%	0.8%	-9%	22µM*	8.2%
COCCCNC(=S)N(Cc1ccccc1)Cc1ccccc1	22%	-12%	28%	-16%	-0.2%	-2.1%	-3%	6%	0.1%
COC(=O)c1ccc(COc2cccc3c2CCN(Cc2cccc(C)c2)C3=O)o1	9%	15%	30%	5%	-0.2%	-2.7%	-2%	7%	-1.3%
CN(CCOc1ccccc1)CC(O)COc1ccccc1 (configuration not stated)	-8%	-6%	-40%	-30%	-0.1%	3.9%	-6%	6%	-0.2%
CC1=C(O)C(=O)OC1c1c(Cl)cccc1Cl (configuration not stated)	8%	10%	-7%	1%	0.7%	-5.5%	17%	8%	1.3%
CCCC(C(=O)NCCC(C)C)N(Cc1ccc(F)cc1)C(=O)c1snc(C(N)=O)c1N (configuration not stated)	9%	4%	-30%[20 µM]	-20%	-0.1%	-1.9%	17%	3%	1.6%
Cn1c(=O)c2c(nc(CN3CCN(Cc4ccccc4)CC3)n2Cc2cccc(Cl)c2)n(C)c1=O	11%	-30%	-2%	18%	0.6%	4.1%	3%	1%	-0.8%
CC(=O)N1CC(=O)N=C1SCC(=O)Nc1nc(-c2ccccc2)c(-c2ccccc2)s1	6%	18%	16%	17%	-0.2%	-4.8%	31%	-5%	0.0%
COc1ccc(-c2nc(SCC(=O)Nc3nccs3)c(-c3ccc(Cl)cc3)[nH]2)cc1	7%	12%	-38%	22%	0.6%	0.8%	9%	17%	-5.0%
Cc1c(N)cccc1-c1nc2ccccc2[nH]1	11%	-5%	-30%	16%	0.0%	1.0%	21%	5%	-3.1%
COc1cc(-c2cc(C(=O)NCc3ccco3)c3ccccc3n2)cc(OC)c1OC	7%	33%	-26%	-10%	-0.2%	4.4%	4%	3%	-1.2%
CCCCCOC(=O)NCCOC(=O)Nc1ccc(C(=O)OCC)cc1	1%	10%	-27%	3%	-2.1%	11%	-1%	6%	-1.3%
CCO[C@H]1OC(C(=O)N2CCOCC2)=C[C@@H](C2CC2)[C@@H]1CCCO	3%	7%	-11%	-22%	1.5%	-3.8%	8%	5%	-0.4%
Cc1cc2n(n1)C(c1ccc(O)cc1)Nc1ccccc1-2 (configuration not stated)	9%	2%	-6%	-20%	-0.3%	-0.5%	-1%	8%	-1.0%

From PubChem BioAssay

Not all compounds are listed; count on the stated rates, not on these rows.
